MPTP inh: mitochondrial permeability transition pore inhibitors, primary screen, biochemical, isolated mouse mitochondria, absorbance; Ca2+ swelling absorbance, 30 min; inhibition, % at 10 µM; 1.4% of 360,000 active; AID 602449, 2012;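 active means inhibition of 50% or more, scaled per plate between neutral and stimulator controls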;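 further: 0% = DMSO wells given calcium and 100% = 1 mM EGTA wells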
* = called active by the depositor.

MPTP inh	SMILES
-1.3	O=C(C1CCCCC1)N1C[C@H](n2cc(-c3ccc(F)cc3)nn2)[C@@H](O)C[C@@H]1c1ccccc1
-0.6	CCCCCCCCN1C(=O)[C@H](CC(=O)NCCCC)C[C@@]2(C(=O)OC)CCCCC=C12
-1.4	CC1(C(=O)NCc2ccc(C(F)(F)F)cc2)CCN1C1Cc2ccccc2C1 (stereo unspecified)
0.1	O=C(Nc1nnc([C@@H]2C[C@H](O)[C@@H](CO)O2)s1)Nc1ccccc1Oc1ccccc1
-0.2	COCCNC(=O)c1cc2c(Br)ccc(Br)c2nc1N
-1.2	COc1ccc(Cl)cc1Nc1nc(Cl)nc(NCCO)n1
0.2	COCCN(C(=O)COC(=O)C1CCCCC1)c1c(N)n(Cc2ccccc2)c(=O)[nH]c1=O
0.0	CCOC(=O)C1(C)CCCCCN1C(=O)c1snnc1C (stereo unspecified)
3.2	COc1ccc(CC(N)c2csc(NC(=O)Nc3cc(OC)ccc3OC)n2)cc1 (stereo unspecified)
-0.1	CCOC(=O)c1ccccc1NC(=O)COC(=O)C(CC)Oc1ccccc1 (stereo unspecified)
1.0	CCC(=O)N1CCC1(C)C(=O)Nc1ccc(F)cc1 (stereo unspecified)
1.1	Cc1ccc2ccccc2c1C(O)c1ncc(-c2ccccc2)[nH]1 (stereo unspecified)
-0.5	Cn1c(=O)c2cc(NC(=S)NC3CC3)ccc2n1Cc1ccccc1
-0.4	CCOC(=O)C1=C(C)NC(C)=C(C(=O)OCC)C1C(=O)OCC(=O)Nc1ccc(NC(C)=O)cc1
1.9	Cn1ccc2c(N(c3ccccc3)C3CCCCC3)cc3c(c21)C1CCC3O1 (stereo unspecified)
-1.0	C[C@H](O)C#Cc1cnc2c(c1)C(=O)N([C@H](C)CO)C[C@@H](C)[C@H](CN(C)C(=O)Nc1ccc(C(F)(F)F)cc1)O2
0.2	COc1cc(Cn2c3ccc(NC(=O)NCc4ccc(F)cc4)cc3c(=O)n2C)ccc1F
-0.6	CCc1ccc([C@@H]2C[C@H]3[C@@H](CN2S(=O)(=O)c2ccc(C)cc2)C(=O)C[C@@H](c2ccc(C)cc2)N3S(=O)(=O)c2ccc(C)cc2)cc1
-0.7	Cn1cc(-c2cccc3nncn23)cn1
5.4	Cc1cc2c(cc1C)-n1nnnc1C(N1CCN(CC(=O)NC(C)C)CC1)C(=O)N2 (stereo unspecified)
1.2	COc1cccc(CNc2nc3cc(-c4ccc(F)cc4)sc3c(=O)n2C)c1
0.6	O=C(c1[nH]c(C(F)(F)F)nc1-c1ccccc1)N1CCc2c([nH]c3ccccc23)C1
0.7	Cc1ccc(S(=O)(=O)Nc2ccc3c(c2)C(=O)N([C@H](C)CO)C[C@H](C)[C@@H](CN(C)C(=O)NC2CCCCC2)OCCCC[C@@H](C)O3)cc1
1.1	C[C@@H]1CN([C@@H](C)CO)C(=O)CCCn2nncc2CO[C@@H]1CN(C)C(=O)Nc1ccc(C(C)(C)C)cc1
1.0	O=C(CC1CCCC1)N1CCN(S(=O)(=O)c2c(F)cccc2F)CC1
-1.9	Cc1cn([C@H]2C[C@H](O)[C@@H](CCC(=O)NCc3ccc4c(c3)OCO4)O2)c(=O)[nH]c1=O
0.3	CC(C)N1CCC(C)(C(=O)Nc2ccc(-n3cccc3)cc2)C1 (stereo unspecified)
4.6	CCN(c1ccccc1)S(=O)(=O)c1ccc(C(=O)NC2CCCCC2)cc1
0.6	Cc1ccc(-c2nc3ncccn3c2N)cc1
1.3	Cc1ccc(-c2nc3ccc(Cl)cn3c2Cc2ccsc2)cc1
0.1	COc1cccc(NC(=O)C2(C)CCN2C(=O)Cc2cccc3ccccc23)c1 (stereo unspecified)
0.4	CCCCCCn1c(=O)n2n(c1=O)C[C@]1(OC(=O)Nc3c(C)noc3C)CN(S(=O)(=O)c3ccc(C)cc3)C[C@]1(O)C2
-1.5	COc1ccc(C(=O)NCC2CCCN2S(=O)(=O)c2ccccc2)cc1OC (stereo unspecified)
-0.9	CC1(C(=O)NCCc2ccccc2)Cc2c(-c3ccc4c(c3)OCO4)ccnc2O1 (stereo unspecified)
-2.0	CC(C)CC1C(=O)N(Cc2cn(CCC3OCCCO3)nn2)CCS(=O)(=O)N1Cc1ccc(-c2ccc(Cl)c(Cl)c2)cc1 (stereo unspecified)
1.9	CCOC(=O)c1cc2c(OC)c(OC)ccc2c2[nH]cc(C#N)c(=O)c12
1.2	O=S1(=O)CCN(C2CCCCCCCCCCC2)CC1
-0.6	COc1cccc(S(=O)(=O)N(C)C[C@@H]2OCc3cnnn3CCCC(=O)N([C@H](C)CO)C[C@@H]2C)c1
0.2	COC(=O)c1cccc(CN2C(=O)C(C)Sc3cc(Cl)ccc32)c1 (stereo unspecified)
2.7	Cc1ccc(C(O)c2ncc(-c3ccc(Cl)cc3)[nH]2)cc1 (stereo unspecified)
1.3	O=C(COc1ccccc1)NC(=S)Nc1cccc2c(O)cccc12
-1.4	CC(C)(C)c1cc(NC(=O)C2(C)CCN2C(=O)C2(c3ccccc3)CCCC2)no1 (stereo unspecified)
-1.4	COC(=O)C[C@H]1CC[C@H](NS(=O)(=O)c2cn(C)cn2)[C@@H](CO)O1
0.7	CC1(C(=O)NS(=O)(=O)c2ccc(Cl)cc2)CCN1C(=O)CCc1cccs1 (stereo unspecified)
2.7	COc1ccccc1CNc1nc(Nc2ccccc2OC)c2sccc2n1
1.8	Cc1ccc(S(=O)(=O)N2CC3(O)CN(C(=O)OC(C)C)N(C(=O)OC(C)C)CC3(OC(=O)NC3CC3)C2)cc1 (stereo unspecified)
-0.1	Cc1ccc(S(=O)(=O)N2[C@@H](Cc3ccccc3)CO[C@H]2CC(=O)c2ccccc2)cc1
-2.4	NC(=O)c1cccc(-c2ccnc3c2CC(C(=O)NCc2cccc(Cl)c2)O3)c1 (stereo unspecified)
-0.8	CC1CC(O)C2C3(C)CCCC2(COC3=O)C12CCC1(CCOC1=O)O2 (stereo unspecified)
-1.0	Cc1cccc(C)c1-n1nnnc1C(c1ccnc2ccccc12)N1CCCC1 (stereo unspecified)
0.1	CCOC(=O)C1(C)CCCN1C(=O)c1cccc2ccccc12 (stereo unspecified)
-1.9	Cc1cc(C(=O)N2CCC2(C)C(=O)NS(=O)(=O)c2ccccc2Cl)nn1C (stereo unspecified)
-0.9	O=C(NCc1ccccc1)c1cc(C2CCCN(C(=O)c3ccc4c(c3)CCO4)C2)on1 (stereo unspecified)
-0.2	CNc1cc(-c2ccc(C(=O)OC)cc2)ncn1
1.6	Fc1ccc(-c2nc3c4ccccc4ccn3c2Cc2cccc(Cl)c2)cc1
3.0	C[C@H](c1ccccc1)N1C[C@@H](COCc2ccccc2)Oc2cc(N3CC[C@H](N(C)C)C3)ccc2S1(=O)=O
0.0	CC1(C(=O)Nc2ccc3c(c2)OCCO3)CSCC(=O)N1Cc1ccco1 (stereo unspecified)
0.1	O=C(COC(=O)/C=C/c1ccc2c(c1)OCO2)NCc1ccc(F)cc1
-1.4	Clc1ccc2nc(-c3ccco3)c(Cc3ccccc3)n2c1
0.0	S=c1[nH]ncn1/N=C/c1ccco1

Quoted from the entries so far for reference:
MPTP inh	SMILES
-0.1	Cc1ccc(S(=O)(=O)N2[C@@H](Cc3ccccc3)CO[C@H]2CC(=O)c2ccccc2)cc1
-2.4	NC(=O)c1cccc(-c2ccnc3c2CC(C(=O)NCc2cccc(Cl)c2)O3)c1 (stereo unspecified)
-0.8	CC1CC(O)C2C3(C)CCCC2(COC3=O)C12CCC1(CCOC1=O)O2 (stereo unspecified)
-1.0	Cc1cccc(C)c1-n1nnnc1C(c1ccnc2ccccc12)N1CCCC1 (stereo unspecified)
0.1	CCOC(=O)C1(C)CCCN1C(=O)c1cccc2ccccc12 (stereo unspecified)
-1.9	Cc1cc(C(=O)N2CCC2(C)C(=O)NS(=O)(=O)c2ccccc2Cl)nn1C (stereo unspecified)
-0.9	O=C(NCc1ccccc1)c1cc(C2CCCN(C(=O)c3ccc4c(c3)CCO4)C2)on1 (stereo unspecified)
-0.2	CNc1cc(-c2ccc(C(=O)OC)cc2)ncn1
1.6	Fc1ccc(-c2nc3c4ccccc4ccn3c2Cc2cccc(Cl)c2)cc1
3.0	C[C@H](c1ccccc1)N1C[C@@H](COCc2ccccc2)Oc2cc(N3CC[C@H](N(C)C)C3)ccc2S1(=O)=O
0.0	CC1(C(=O)Nc2ccc3c(c2)OCCO3)CSCC(=O)N1Cc1ccco1 (stereo unspecified)
0.1	O=C(COC(=O)/C=C/c1ccc2c(c1)OCO2)NCc1ccc(F)cc1
-1.4	Clc1ccc2nc(-c3ccco3)c(Cc3ccccc3)n2c1
0.0	S=c1[nH]ncn1/N=C/c1ccco1

The listing continues.
MPTP inh	SMILES
-0.2	Cn1c(=O)c2cc(NC(=O)NCc3ccc(F)cc3)ccc2n1C
-1.1	COCCNC(=O)C1(C)CCCN(Cc2ccc(-c3ccccn3)cc2)C1 (stereo unspecified)
0.0	COc1ccccc1C(=O)N/C(=C\c1cn(C)c2ccccc12)C(=O)NCCN1CCOCC1
0.5	CC(C)C[C@H]1CN(CCCC[C@@H]2CNC(=O)C(=O)N2CC2CCCCC2)C(=O)C(=O)N1CC1CCCCC1
0.9	CC1Sc2ccccc2N(Cc2ccc(OC(F)(F)F)cc2)C1=O (stereo unspecified)
-0.8	Cc1ccc2c(CN(C)Cc3ccccc3)cc(=O)oc2c1
-2.3	COC(=O)[C@]12CCCCC=C1N(CCc1ccc(OC)c(OC)c1)C(=O)[C@H](CC(=O)NCC13CC4CC(CC(C4)C1)C3)C2
0.8	CC(=O)Nc1ccccc1OCCCN1CCC(C(O)(c2ccccc2)c2ccccc2)CC1
2.9	CCC(C(=O)Nc1c(C)cccc1C)n1c(-c2ccc(-c3ccccc3)cc2)nc2ccccc21 (stereo unspecified)
1.6	CCOC(=O)C1=C(Nc2ccccc2)CSC1
1.0	O=C(c1cc2c(c(-c3cccc(-c4ccncc4)c3)n1)[C@@H](CCO)N(C(=O)c1ccc3c(c1)OCO3)C2)N1CCOCC1
0.2	COc1ccc(NC(=O)C[C@H]2C(=O)N(C3CCCCC3)C[C@@H]2c2ccc(OC)cc2)cc1
-0.9	CCCC[C@@H]1CNC(=O)C(=O)N1CCCCC1CCCCC1
-0.5	CN1C(=O)[C@@](O)(CC(=O)c2ccccc2)c2cc(Br)ccc21
-1.1	CCCCCC(=O)N1C[C@@H](n2cc(COC(=O)c3ccccc3)nn2)[C@H](O)C[C@@H]1c1ccc(Cl)cc1
0.6	CCNC(=O)C1CCCN(C(=O)Cc2ccc3ccccc3c2)CC1 (stereo unspecified)
-0.8	CCCCN1C(=O)C(CC(=O)NCCN2CCOCC2)CC(C(=O)N2CCCCCC2)=C1C (stereo unspecified)
0.2	Cc1ccc(SC2=C[C@@]3(O)CC[C@@H](O)[C@@](Sc4ccc(C)cc4)(C2=O)[C@H]3O)cc1
9.5	CCN1C(=O)[C@H]2[C@@H](c3ccc(C(F)(F)F)cc3)N[C@]3(CCCN(Cc4ccc(OC)cc4)C3=O)[C@H]2C1=O
-2.1	CCOC(=O)[C@]12CCCC=C1N(Cc1ccc(Cl)cc1Cl)C(=O)[C@H](CC(=O)NCCc1ccccc1OC)C2

2 records drawn at random from the list so far:
MPTP inh	SMILES
0.6	CCNC(=O)C1CCCN(C(=O)Cc2ccc3ccccc3c2)CC1 (stereo unspecified)
-1.4	Clc1ccc2nc(-c3ccco3)c(Cc3ccccc3)n2c1

More structures.
MPTP inh	SMILES
-0.9	CC(C)C[C@H]1CN([C@@H](Cc2ccc(O)cc2)CN2CCC[C@H]2CN2C(=O)C(=O)NC[C@@H]2Cc2ccc(O)cc2)C(=O)C(=O)N1CCc1ccccc1
-0.2	OC[C@H]1O[C@@H](c2nc(-c3nc(-c4ccc(F)cc4)no3)cs2)[C@H](O)[C@@H]1O
-0.7	CCCCOCCCNC(=O)C[C@@H]1C[C@@]2(C(=O)OCC)CCCC=C2N(Cc2cccc3ccccc23)C1=O
0.9	COc1ccccc1N1CCN(S(=O)(=O)CCNC(=O)C(C)Oc2ccccc2)CC1 (stereo unspecified)
0.6	CCN1CCCC1CNC(=O)c1ccc2c(c1)NC(=O)/C(=C\c1ccccc1Cl)S2 (stereo unspecified)
-0.2	COCCNC(=O)C1(C)CCCN(C(=O)COc2ccccc2)C1 (stereo unspecified)
1.1	COCCN1C[C@@H](CO)O[C@@H](n2cnc3c(N4CCCC4)ncnc32)C1
1.2	COC(=O)[C@H]1C[C@@]2(O)CN(S(=O)(=O)c3ccc(C)cc3)C[C@@]2(OC(=O)Nc2cccs2)C[C@H]1C(=O)OC
0.8	O=C(CCc1nc2sc3c(c2c(=O)[nH]1)CCCC3)NCCc1ccc(Cl)cc1
-1.8	O=C1NC[C@@H](CCCCN2C[C@H](Cc3ccc(O)cc3)N(CC3CCCCC3)C(=O)C2=O)N(CCc2ccccc2)C1=O
-0.8	CCCc1cc(=O)n2[nH]c(C)c(-c3ccccc3OC)c2n1
-0.7	CCCCC(=O)N(C)c1c(CC)nc2c(OCc3cccc(Cl)c3)cccn12
-1.6	Cc1ccc(S(=O)(=O)N(C)C[C@@H]2OCc3cnnn3CCCC(=O)N([C@H](C)CO)C[C@H]2C)cc1
21	Cn1cc([C@]2(O)C(=O)Nc3cccc(Cl)c32)c2ccccc21
1.1	O=C(Nc1ccc2c(c1)OCCO2)C(c1ccnc2ccccc12)N1CCC(Cc2ccccc2)CC1 (stereo unspecified)
-0.5	CNc1ccc(-c2ccccc2CO)cn1
-2.0	O=C(O)c1ccc(-c2cccc(-c3nn4c(=O)cc(N5CCNCC5)nc4s3)c2)cc1
1.2	CCCCCc1ccc2cc(C#N)ccc2n1
-0.4	N#CC1(NC(=O)COC(=O)Cc2c[nH]c3ccccc23)CCCCC1
-0.9	CC(=O)Nc1cccc(Nc2ccc(C#N)cc2)c1
-4.1	Cc1oc(-c2cccs2)cc1C(=O)N1CCCC(C)(C(=O)O)C1 (stereo unspecified)
-0.4	Cc1cc(C)cc(Cn2cc(CN3CC(N4CCN(C)CC4)CS3(=O)=O)nn2)c1 (stereo unspecified)
-0.2	CCCCCCNC(=O)O[C@H]1C[C@H](C(=O)OC)[C@H](C(=O)OC)C2CN(S(=O)(=O)c3ccc(C)cc3)C[C@@]21O (stereo partly specified)
-0.3	CC(=O)c1cc2c(cc1NC(=O)CSc1ncccn1)OCO2
-0.1	C[C@@H]1CCCCO[C@H](CN(C)S(=O)(=O)c2ccc(F)cc2)[C@@H](C)CN([C@H](C)CO)C(=O)c2cc(NC(=O)Nc3ccc(C(F)(F)F)cc3)ccc2O1

Screening data from PubChem.

This is a subset. The share of hits here may be higher or lower than overall.
